# HCV NS3h FP – hepatitis C NS3 helicase inhibition, primary screen. inhibition, % at 100 µM. actives 1.6% (n = 16,000). NS3h Cy5-dT15 DNA binding, fluorescence polarization;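 active = inhibition above the average over every tested compound plus 3 SD, cut at about 40% in these data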
# Cy5 interf NS3h – counter-screen for HCV NS3 helicase inhibitors: fluorescence interference | Cy5-dT15 DNA with NS3h; actives lie on both sides; signal over control mean, under 1 quenches | fluorescence interference ratio at 100 µM | actives 6% (n = 16,000) | AID 720488;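 active = compound fluorescence over control fluorescence at most 0.8, a quencher, or at least a set upper limit, an enhancer; inactive = ratio between 0.8 and the set upper limit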
# Numbers without * were called inactive. Random draw from the library; overall some 7.3% were active at least once.
SMILES,HCV NS3h FP,Cy5 interf NS3h
CCOc1ccc(NCC(O)CSCC(O)CNc2ccc(OCC)cc2)cc1 (stereo not drawn),3,1
CC(C)Cc1cc(-c2ccco2)c(C#N)c(N)n1,9,1
COc1ccccc1C(=O)Nc1ccc(OC(F)(F)F)cc1,4,0.95
CC(C)(CO)NC(=O)COc1ccc(Cl)cc1Cl,-4,1.1
O=C(CN1CCCCC1)Nc1ccccc1I,0,1.1
COc1ccc(C(=O)Nc2ccc3c(c2)Cc2ccccc2-3)cc1,3,0.96
COC(=O)CN(C#N)c1nc(NC(C)C)nc(NC(C)C)n1,-3,1
Cc1ccc(C(=O)N/C(=C\c2ccco2)c2nc(=S)[nH][nH]2)cc1,7,0.93
Cc1oc2c(CN3CCCC3)c(O)ccc2c(=O)c1-c1nc2ccccc2s1,8,0.99
COc1cccc(C2C(C(=O)Nc3ccccc3)=C(C)N=c3s/c(=C/c4ccccc4OC)c(=O)n32)c1 (stereo not drawn),-2,1
Cc1cc(Cl)ccc1OCC(=O)Nc1ccc(Br)c(NC(=O)c2ccccc2)c1,1,1.1
COc1ccccc1-c1coc2c(CN3CCC(C)CC3)c(O)ccc2c1=O,4,1.1
Cc1ccc(CN2CCN(/N=C\c3ccc(C(=O)O)cc3)CC2)cc1,-4,0.99
CC1(C)CC(NC(=O)CCc2ccccc2)CC(C)(C)N1,1,1.1
COc1cccc(C2C3=C(NCCN=C3c3ccccc3)C(=O)N2c2ccccc2)c1 (stereo not drawn),-8,0.97
CC(=O)Nc1ccc(NS(=O)(=O)c2cc(C)ccc2C)cc1,1,1
COc1ccc(CNC(=O)c2nn3c(c2Cl)NC(c2ccco2)CC3C(F)(F)F)cc1 (stereo not drawn),17,1
CC(C)c1ccc(N(CC(N)=O)S(=O)(=O)c2ccccc2)cc1,15,1
Cc1ccc(C2CC(C(F)(F)F)n3nc(C(=O)Nc4cc(C(F)(F)F)ccc4Cl)cc3N2)cc1 (stereo not drawn),5,0.98
Cc1cccc(C(=O)N2N=C(c3ccc(F)cc3)CC2(O)C(F)(F)F)c1 (stereo not drawn),2,0.91
O=C1C2=C(C(c3ccccc3)=NCCN2)C(c2ccc(F)cc2)N1c1ccccc1 (stereo not drawn),5,1.2
O=C(COc1cccc2ccccc12)NCc1ccco1,4,0.89
O=C1C=CC(=O)N1c1ccc(OC(F)F)cc1,46*,0.82
O=C(c1ccccc1)c1ccc(C(=O)N(CCCCN2C(=O)c3ccccc3C2=O)c2ccc(F)cc2F)cc1,11,1.1
CC(=O)Nc1ccc(C2=N/C(=C/c3ccc(-c4ccc(C)c(Cl)c4)o3)C(=O)O2)cc1,-22,1
SMILES,HCV NS3h FP,Cy5 interf NS3h
C=CCNC(=O)CN(c1cccc(Cl)c1)S(=O)(=O)c1ccccc1,-9,1
NC(=O)SCC(=O)Nc1ccc(I)cc1,8,1
O=C(O)c1ccccc1-c1ccccc1/C=N\O,3,1.1
CCOC(=O)c1cnn2c(C(F)(F)F)cc(-c3ccco3)nc12,3,1
COc1ccc2[nH]cc(CCNC=O)c2c1,2,1
CC(C)Cc1cc(C(=O)O)c2ccccc2n1,-6,0.87
CCCCCCN1C(=O)C(=O)C(=C(O)c2ccccc2)C1c1cccc(OC)c1 (stereo not drawn),-1,0.98
CCc1ccccc1NC(=O)C1CC(=O)N(c2ccc(C)cc2)C1 (stereo not drawn),4,1
O=C(CSc1cccc2cccnc12)OCC(=O)c1ccccc1,-10,0.93
CS(=O)(=O)N(CC(=O)NCCc1ccccc1)c1ccc(Cl)cc1,6,1.1
O=C(Nc1ccc(Cl)c(Cl)c1)Nc1ccccc1C(=O)O,1,1
Cc1c(Cl)c(=O)oc2cc(OCc3ccc(Cl)cc3)ccc12,3,1
N#Cc1c2c(c(Nc3ccccc3)n3c1nc1ccccc13)CCC2,4,0.95
Cc1cc(C)c(S(=O)(=O)Nc2ccc(C(N)=O)cc2)c(C)c1,3,0.98
CCc1cc2c(=O)c(-c3nc4ccccc4n3C)c(C)oc2c(CN2CCN(C)CC2)c1O,7,0.95
O=C(NCC1CCCO1)c1nn2c(c1Br)NC(c1cccs1)CC2C(F)(F)F (stereo not drawn),0,0.99
COc1cc(C=O)c(Br)cc1OCc1ccc(Cl)cc1,11,0.98
COc1ccc(C2c3c(-c4ccccc4)n[nH]c3C(=O)N2c2ccccc2)cc1 (stereo not drawn),4,0.97
Cc1ccc(S(=O)(=O)N(Cc2ccccc2)c2ccccc2C(=O)NCCc2ccccc2)cc1,14,1
COc1ccc(/C=C(\NC(=O)c2ccc(Cl)cc2)C(=O)NCc2ccco2)cc1OC,21,0.97
COc1ccc2nc(N=C(N)NC(=O)Cc3ccc(Cl)cc3)nc(C)c2c1,-3,1
COC(=O)C(=O)C=C(O)c1ccc(C)cc1,4,1.1
Nc1cccc(C(=O)c2cccc(N)c2)c1,9,0.98
CCCCCCN1C(=O)C(=O)C(=C(O)c2ccccc2)C1c1ccc(OC)c(O)c1 (stereo not drawn),-2,0.96
COc1ccc(CCNC(=O)C(=O)Nc2cccc(C)c2)cc1,0,1.1
SMILES,HCV NS3h FP,Cy5 interf NS3h
CC(C)OP(=O)(OC(C)C)C(O)c1ccc2c(c1)OCO2 (stereo not drawn),0,1.1
COc1ccc(CCNc2cc(N3CCN(C(=O)c4ccccc4F)CC3)ccc2[N+](=O)[O-])cc1OC,19,0.96
Cc1ccc2[nH]c(O)c(N=Nc3ccc([N+](=O)[O-])cc3[N+](=O)[O-])c2c1Br,17,0.74*
Cn1c(=O)c2c(nc(SCc3ccc([N+](=O)[O-])cc3)n2C)n(C)c1=O,11,1.1
O=C(NC(=S)Nc1cc([N+](=O)[O-])cc(Cl)c1O)c1ccccc1,10,0.81
O=C(/C=C/c1cc(Br)cs1)Nc1ccc(Cl)cc1Cl,14,0.9
O/N=C\c1ccc(OCC(O)Cn2c3ccccc3c3ccccc32)cc1 (stereo not drawn),8,0.92
CCOc1ccc(-c2nc(Cc3c(F)cccc3Cl)no2)cc1,6,1
O=C(c1cc2cc(Br)ccc2oc1=O)N1CCSC1c1ccc([N+](=O)[O-])cc1 (stereo not drawn),1,0.91
O=C(COc1ccccc1[N+](=O)[O-])Nc1ccc(N2CCOCC2)c(Cl)c1,18,0.95
COc1ccc(OC)c(CN2CCN(Cc3ccc(OC)c(Br)c3)CC2)c1,-7,0.93
COCCNC(=O)c1cc2n(n1)C(C(F)(F)F)CC(c1ccc(F)cc1)N2 (stereo not drawn),2,1
COc1ccc(CC(=O)Nc2sc3c(c2C(=O)Nc2ccccc2Cl)CCCCC3)cc1,10,1
O=C(NC(=S)Nc1ccc(Cl)c(-c2nc3ccccc3o2)c1)c1ccco1,11,1.2*
CCOC(=O)C1(C)C=C(Nc2ccc(OC)cc2)C(=O)N1c1ccc(OC)cc1 (stereo not drawn),9,1.1
O=C1C=C(c2c(O)ccc3ccccc23)c2ccccc2C1=O,11,0.9
CCOC(=O)c1ccc(NC(=O)CN(c2ccc(OC)cc2)S(=O)(=O)c2ccc(C)cc2)cc1,7,1
c1ccc2c(N3CCOCC3)nc(-c3ccncc3)nc2c1,-13,1
Cc1cc(/C=C2\C(=O)NC(=S)N(c3cccc(Cl)c3)C2=O)c(C)n1C,-18,1.1
COc1cc(CN2CCN(Cc3ccc(Br)cc3)CC2)cc(OC)c1,-9,0.94
O=C(Nc1cccc(O)c1)c1ccc(Cl)cc1,3,0.93
O=C1NC(=S)S/C1=C/c1ccc(-c2cccc(C(=O)O)c2)o1,67*,0.98
O=C1OC(c2ccccc2)=N/C1=C\c1cn(-c2ccccc2)nc1-c1cc2ccccc2oc1=O,7,1
O=C(Nc1ccccc1C(=O)N1CCCC1)c1ccccc1,6,1.1
O=C1/C(=C/c2cccc([N+](=O)[O-])c2)SC(=S)N1c1ccc(O)cc1,2,0.93
SMILES,HCV NS3h FP,Cy5 interf NS3h
Cc1cccc(N2C(=O)c3ccc(-c4ccc5c(c4)C(=O)N(c4cccc(C)c4)C5=O)cc3C2=O)c1,-2,1.1
COc1cc(-c2n[nH]c(=S)n2-c2ccc(C)cc2)cc(OC)c1OC,4,1
CC(C)(NO)/C(=N/O)c1ccc(F)cc1,4,0.97
Cc1ccc(SCC(=O)Nc2cccc([N+](=O)[O-])c2)cc1,13,0.95
COc1ccc(NC(=O)c2cc3n(n2)C(C(F)(F)F)CC(c2ccc(F)cc2)N3)cc1OC (stereo not drawn),24,0.96
COc1cc(C(=O)N2CCCc3ccccc32)c([N+](=O)[O-])cc1OC,6,0.98
CNC(=O)/C=C/c1ccc2c(c1)OCO2,6,1
COC(=O)c1ccccc1NC(=O)Cn1c(SC)nc2ccccc21,6,1
COc1ccc(C2C(C(C)=O)=C(O)C(=O)N2c2nc3ccccc3s2)c(OC)c1 (stereo not drawn),-7,1
NC(=O)c1cc(NC(=O)C(F)(F)F)c(Cl)cc1Cl,-7,1.1
CCOC(=O)c1c(NC(=O)CCc2ccccc2)sc(C(=O)Nc2cc(C(F)(F)F)ccc2Cl)c1C,-4,1.1
CCOc1ccccc1/C=C(/NC(=O)c1ccccc1)C(=O)N1CCOCC1,-10,1
N#Cc1c2c(c(N3CCOCC3)n3c1nc1ccccc13)CCC2,-2,1.1
Cc1ccc(Cl)cc1NC(=O)CSc1nc2ccccc2s1,6,1.1
CCOC(=O)CC(=O)Nc1nc2ccc(Br)cc2s1,3,1
COc1ccc2c(c1)OCC/C2=N/OC(=O)c1ccc(C)cc1,20,1
CC1=C(C#N)c2nc(N)c(C#N)c(C)c2/C1=C\c1ccc(I)o1,2,1.1
Cc1ccc(NS(=O)(=O)c2ccc(N3C(=O)CCC3=O)cc2)cc1,4,1.1
COc1ccc2c(c1)CCC/C2=N/OC(=O)c1ccccc1F,7,1
COC(=O)CN(c1cc(Cl)cc(Cl)c1)S(C)(=O)=O,-4,1
CN(C)c1ccc(C(=O)N2CCN(c3ccc(F)cc3)CC2)cc1,9,0.75*
CCC(CO)Nc1cc(Cl)ccc1[N+](=O)[O-] (stereo not drawn),14,0.69*
Cc1nn(-c2ccccc2)c2c1C(c1cccc(O)c1)C(C#N)=C(N)O2 (stereo not drawn),4,1
O=C(O)CN1C(=O)/C(=C\c2ccc(OCc3ccccc3)cc2)SC1=S,16,0.97
O=C(CN(c1ccccc1)S(=O)(=O)c1ccccc1)NCc1ccncc1,-2,1
SMILES,HCV NS3h FP,Cy5 interf NS3h
CCOCCP(=O)(c1ccccc1)c1ccccc1,-1,1
COC(=O)C1=C(C)N=c2s/c(=C/c3ccc4c(c3)OCO4)c(=O)n2C1c1cccs1 (stereo not drawn),10,1.1
COc1ccc(OC)c(/C=C/C(=O)Nc2cccc(Br)c2)c1,4,1
O=C(CSc1nnc(-c2ccco2)n1-c1ccccc1)CSc1nnc(-c2ccco2)n1-c1ccccc1,6,1
CCN1C(=O)/C(=C\c2ccc(-c3ccc(F)cc3)o2)SC1=S,0,1.1
CCOC(=O)C1=C(C)N=c2s/c(=C\c3sccc3C)c(=O)n2C1c1cccs1 (stereo not drawn),8,0.97
COc1cc(/C=C2/SC(=S)N(CCC(=O)Nc3ccccc3C(F)(F)F)C2=O)cc(OC)c1OC,-21,1.1
COc1cc([N+](=O)[O-])cc2c1N=C(c1ccc(Cl)cc1Cl)NO2,1,1
CNS(=O)(=O)c1cc(O)c2c(S(=O)(=O)NC)cc(S(=O)(=O)NC)cc2c1,-5,0.91
COc1ccc(NC(=O)CN(c2ccc(OC)cc2)S(=O)(=O)c2ccc(C)cc2)cc1,3,1.1
O=C(ON1C(=O)c2ccccc2C1=O)c1ccccc1[N+](=O)[O-],-9,0.88
O=C(CC1SC(=O)NC1=O)Nc1ccccc1 (stereo not drawn),6,1.1
Cn1ccnc1-c1ccc(-c2nccn2C)cc1,2,1
CC(NC(=O)c1ccccc1)C12CC3CC(CC(C3)C1)C2 (stereo not drawn),-6,0.94
O=c1oc(-c2ccco2)nc2ccc(Br)cc12,-6,0.82

# Grouped by structure, the entries above containing a furan ring, fused or not.
SMILES,HCV NS3h FP,Cy5 interf NS3h
CC(C)Cc1cc(-c2ccco2)c(C#N)c(N)n1,9,1
Cc1ccc(C(=O)N/C(=C\c2ccco2)c2nc(=S)[nH][nH]2)cc1,7,0.93
COc1ccc(CNC(=O)c2nn3c(c2Cl)NC(c2ccco2)CC3C(F)(F)F)cc1 (stereo not drawn),17,1
O=C(COc1cccc2ccccc12)NCc1ccco1,4,0.89
CC(=O)Nc1ccc(C2=N/C(=C/c3ccc(-c4ccc(C)c(Cl)c4)o3)C(=O)O2)cc1,-22,1
CCOC(=O)c1cnn2c(C(F)(F)F)cc(-c3ccco3)nc12,3,1
COc1ccc(/C=C(\NC(=O)c2ccc(Cl)cc2)C(=O)NCc2ccco2)cc1OC,21,0.97
O=C(NC(=S)Nc1ccc(Cl)c(-c2nc3ccccc3o2)c1)c1ccco1,11,1.2*
O=C1NC(=S)S/C1=C/c1ccc(-c2cccc(C(=O)O)c2)o1,67*,0.98
CC1=C(C#N)c2nc(N)c(C#N)c(C)c2/C1=C\c1ccc(I)o1,2,1.1
O=C(CSc1nnc(-c2ccco2)n1-c1ccccc1)CSc1nnc(-c2ccco2)n1-c1ccccc1,6,1
CCN1C(=O)/C(=C\c2ccc(-c3ccc(F)cc3)o2)SC1=S,0,1.1
O=c1oc(-c2ccco2)nc2ccc(Br)cc12,-6,0.82

# Screening data deposited in PubChem BioAssay by Milwaukee Institute for Drug Discovery.
